TLR9-MyD88 block: TLR9-MyD88 interaction inhibition; actives 0.21% (n = 340,000); AID 504734; CHO BLA complementation TLR9-MyD88, CCF4 FRET ratio; inhibition, % at 4.98 µM;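 active = inhibition above the mean over all tested compounds plus 3 SD, cut at about 21% in these data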;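 note: 0% = DMSO only wells and 100% = clavulanate BLA inhibitor control wells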
ABHD5-PLIN5 inh: ABHD5-PLIN5 protein interaction inhibition | Q00G26+Q8WTS1 | Split G. princeps luciferase complementation, luminescence, 4 h | inhibition, % at 4 µM | actives 0.78% (n = 360,000);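 active = inhibition above the mean inhibition across every tested compound plus 3 SD, cut at about 22% in these data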;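 note: 0% = DMSO only wells and the 100% control is not disclosed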
MC4R antagonist: antagonists of human melanocortin 4 receptor (MC4R); P32245; MC4R-expressing cells, MTII-stimulated cAMP, LANCE TR-FRET; inhibition, % at 6.5 µM; actives 0.48% (n = 360,000);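 active = inhibition above its plate's cutoff, the mean of tested wells on that plate plus 3 SD, cut at about 29% in these data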;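 note: 0% = Melanotan II alone and 100% = Melanotan II plus saturating MCL0020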
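Material: human MC4R-expressing U2OS cells. Probe or stimulus: Melanotan II challenge. Dosing: 6.5 µM single dose. Times: 30-min compound, 1-h challenge, 1-h detection, room temperature. Technique: TR-FRET with Eu-cAMP and labeled anti-cAMP, 671 nm. Replication: singlicate.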
H9c2 protect: protects H9c2 cardiomyocytes from peroxide injury; H2O2 injury protection, ATPLite, 2 h; protection from H2O2 cell death, % at 20 µM; actives 0.63% (n = 360,000); AID 588492;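 active = compounds giving at least 50% protection of heart cells from peroxide-induced death in the single-dose screen, raw or plate-pattern-corrected value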;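 note: 0% = DMSO wells with peroxide and 100% = DMSO wells without peroxide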
SRC2 inh: human SRC2 (NCOA2) inhibition. HEK293 GAL4-SRC2 luciferase reporter, luminescence. Q15596. actives 0.17% (n = 370,000). inhibition, % at 9 µM;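 active = inhibition above the mean inhibition of all tested compounds plus 3 SD, set per campaign, cut at about 52% in these data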;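 note: 0% = DMSO treated cells and 100% = cells given Gossypol at 36 µM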
N-glyco inh: blocks N-linked glycosylation in D54 reporter cells | D54 ERlucT glycosylation luciferase reporter, 24 h; percent of 100 nM tunicamycin response | reporter increase, % at 12.5 µM | actives 0.23% (n = 360,000);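 active = mean luciferase reporter signal, scaled so untreated is 0 and the glycosylation-blocking control 100, at or above a set limit in every replicate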;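 note: luciferase carries N-glycosylation sites so blocking glycosylation raises the light; 0% = median of neutral control wells and 100% = median of 100 nM tunicamycin wells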
MC4R ag barr: activates human MC4R beta-arrestin recruitment; U2OS MC4R beta-arrestin complementation, luminescence; percent of melanotan II response, DMSO zero; activation, % at 8.9 µM; actives 0.98% (n = 360,000);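 active = activation above a per-plate cutoff, the mean activation of sample wells on that plate plus 3 SD, cut at about 8% in these data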
m5-HT2A agonist: agonists of mouse serotonin 5-HT2A receptor (HTR2A) | actives 0.66% (n = 360,000) | P35363 | activation, % at 7.6 µM | CHO-K1 mHTR2A beta-arrestin complementation, luminescence; percent of 30 µM serotonin response | AID 624169;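 active = activation above a run cutoff, the mean activation of all tested compounds plus 3 SD, cut at about 14% in these data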;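 note: 0% = plate median of compound wells and 100% = 30 µM serotonin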
Target sequence (P35363 whole entry, looked up): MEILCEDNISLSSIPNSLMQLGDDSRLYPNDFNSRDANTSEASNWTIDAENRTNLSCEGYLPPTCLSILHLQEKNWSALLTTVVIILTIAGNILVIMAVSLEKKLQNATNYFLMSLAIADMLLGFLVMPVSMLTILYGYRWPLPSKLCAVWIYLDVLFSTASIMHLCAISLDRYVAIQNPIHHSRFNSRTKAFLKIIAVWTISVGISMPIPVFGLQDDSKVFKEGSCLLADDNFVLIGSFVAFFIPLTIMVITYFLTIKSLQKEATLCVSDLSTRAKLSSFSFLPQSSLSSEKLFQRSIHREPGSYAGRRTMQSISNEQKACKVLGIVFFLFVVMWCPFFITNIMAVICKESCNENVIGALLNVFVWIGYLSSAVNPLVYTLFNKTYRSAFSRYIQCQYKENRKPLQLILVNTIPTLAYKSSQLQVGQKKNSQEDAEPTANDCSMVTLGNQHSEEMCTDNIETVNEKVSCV
ABCB6 inh MLPCN: human ABCB6 transporter inhibition; Q9NP58; K562-ABCB6 porphyrin accumulation, flow cytometry, 1 h; stronger effect = lower value; fluorescence ratio to DMSO, % at 10 µM; actives 0.19% (n = 360,000); AID 602162;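 active = fluorescence ratio to DMSO below 75%, the collection mean minus 3 SD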;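 note: signal is porphyrin accumulated inside mitochondria; 100% equals median channel fluorescence of DMSO control wells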
NOD2 RIPK2 PPI: NOD2-RIPK2 protein interaction inhibition; AID 624267; actives 0.38% (n = 360,000); inhibition, % at 4.98 µM; CHO BLA complementation NOD2-RIPK2, CCF4 ratio; in the data active = inhibition above about 21%;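 note: 0% = vehicle only and 100% = reference blocker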
Target sequence (O43353 whole entry, looked up): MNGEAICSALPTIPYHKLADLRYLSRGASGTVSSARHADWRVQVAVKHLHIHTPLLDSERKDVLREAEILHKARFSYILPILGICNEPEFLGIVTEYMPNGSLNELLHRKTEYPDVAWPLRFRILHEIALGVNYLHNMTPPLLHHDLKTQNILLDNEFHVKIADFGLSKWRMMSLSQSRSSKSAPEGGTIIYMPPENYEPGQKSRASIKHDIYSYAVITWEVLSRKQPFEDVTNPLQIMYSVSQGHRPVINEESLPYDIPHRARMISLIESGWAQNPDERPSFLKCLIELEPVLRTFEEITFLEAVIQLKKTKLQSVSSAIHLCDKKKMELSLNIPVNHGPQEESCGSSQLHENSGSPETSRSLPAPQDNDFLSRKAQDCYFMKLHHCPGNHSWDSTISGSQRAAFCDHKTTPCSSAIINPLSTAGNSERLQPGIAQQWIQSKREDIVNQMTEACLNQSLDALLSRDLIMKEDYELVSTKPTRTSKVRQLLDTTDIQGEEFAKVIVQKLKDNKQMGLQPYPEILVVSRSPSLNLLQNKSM
* = called active by the depositor. Not all compounds are listed. The share of hits here may be higher or lower than overall.

Screening CC(c1ccccc1)N1C(=O)CC(Sc2ncccc2C(=O)O)C1=O (centres undefined) returned TLR9-MyD88 block 7, ABHD5-PLIN5 inh 16, MC4R antagonist 6, H9c2 protect 13, SRC2 inh 23, N-glyco inh 1, MC4R ag barr 3.3, m5-HT2A agonist -2, ABCB6 inh MLPCN 98 and NOD2 RIPK2 PPI -11.
Cn1cc(S(=O)(=O)Nc2ccc(Br)cc2F)c(=O)n(C)c1=O was read as TLR9-MyD88 block -6, ABHD5-PLIN5 inh 2, MC4R antagonist 12, H9c2 protect 7, SRC2 inh -1, N-glyco inh 1, MC4R ag barr -0.5, m5-HT2A agonist 6, ABCB6 inh MLPCN 96 and NOD2 RIPK2 PPI -2.
C=CCS(=O)(=O)N1CCCC(C(=O)c2cccc(Cl)c2)C1 (centres undefined) was read as TLR9-MyD88 block 6, ABHD5-PLIN5 inh 0, MC4R antagonist 4, H9c2 protect -2, SRC2 inh 2, N-glyco inh 1, MC4R ag barr -1.4, m5-HT2A agonist -3, ABCB6 inh MLPCN 91 and NOD2 RIPK2 PPI -1.
For CCCCCCCCCCCC(=O)NC(Cc1ccc(OC)c([N+](=O)[O-])c1)C(=O)O (centres undefined) the results were TLR9-MyD88 block 5, ABHD5-PLIN5 inh -6, MC4R antagonist -2, H9c2 protect -2, SRC2 inh 5, N-glyco inh 3, MC4R ag barr -0.4, m5-HT2A agonist 4, ABCB6 inh MLPCN 97 and NOD2 RIPK2 PPI -4.
`CCCCN(CC)CCCNC(=O)CN1C(=O)CSc2ccc(S(=O)(=O)N3CCOCC3)cc21` gave TLR9-MyD88 block -1, ABHD5-PLIN5 inh 7, MC4R antagonist 8, H9c2 protect 6, SRC2 inh -4, N-glyco inh -2, MC4R ag barr -1.2, m5-HT2A agonist 1, ABCB6 inh MLPCN 99 and NOD2 RIPK2 PPI 3.
COCCNC(=O)c1cc(-c2ccc(OC)c(OC)c2)on1 was read as TLR9-MyD88 block 5, ABHD5-PLIN5 inh -8, MC4R antagonist 4, H9c2 protect 2, SRC2 inh -22, N-glyco inh 0, MC4R ag barr -2.1, m5-HT2A agonist 1, ABCB6 inh MLPCN 92 and NOD2 RIPK2 PPI -1.
`CCc1ccc(N2C(=O)CC(N3CCN(c4ccccn4)CC3)C2=O)cc1` (centres undefined) gave TLR9-MyD88 block -10, ABHD5-PLIN5 inh -2, MC4R antagonist 18, H9c2 protect 1, SRC2 inh -16, N-glyco inh 0, MC4R ag barr -1.8, m5-HT2A agonist 1, ABCB6 inh MLPCN 103 and NOD2 RIPK2 PPI 3.
`CC1(C)CC(=O)C2=C(C1)NC(Nc1nc3ccccc3o1)=NC2c1ccccn1` (centres undefined) gave TLR9-MyD88 block 1, ABHD5-PLIN5 inh 5, MC4R antagonist -4, H9c2 protect -1, SRC2 inh -10, N-glyco inh 0, MC4R ag barr 2.2, m5-HT2A agonist 6, ABCB6 inh MLPCN 92 and NOD2 RIPK2 PPI -12.
`Cc1cccc(C(=O)NCC(=O)N2CCN(S(=O)(=O)/C=C/c3ccccc3)CC2)c1` gave TLR9-MyD88 block 0, ABHD5-PLIN5 inh 7, MC4R antagonist 7, H9c2 protect -2, SRC2 inh 16, N-glyco inh 0, MC4R ag barr 1.3, m5-HT2A agonist -7, ABCB6 inh MLPCN 97 and NOD2 RIPK2 PPI -4.
Screening CC(C)CC1NC(=O)c2cc3ccccc3cc2-n2c1nc1ccc(Cl)cc1c2=O (centres undefined) returned TLR9-MyD88 block 1, ABHD5-PLIN5 inh -6, MC4R antagonist 11, H9c2 protect -25, SRC2 inh -15, N-glyco inh 0, MC4R ag barr 1.1, m5-HT2A agonist -8, ABCB6 inh MLPCN 102 and NOD2 RIPK2 PPI -2.
`COc1ccc2c(c1)c(CC(=O)Nc1nnc(C3CC3)s1)c(C)n2C(=O)c1ccc(Cl)cc1` gave TLR9-MyD88 block -10, ABHD5-PLIN5 inh -10, MC4R antagonist 14, H9c2 protect 19, SRC2 inh 29, N-glyco inh -13, MC4R ag barr -0.3, m5-HT2A agonist 3, ABCB6 inh MLPCN 102 and NOD2 RIPK2 PPI -16.
Screening Cc1ccc(OCC(=O)N(Cc2ccco2)C2CCS(=O)(=O)C2)cc1 (centres undefined) returned TLR9-MyD88 block 2, ABHD5-PLIN5 inh 5, MC4R antagonist 19, H9c2 protect -4, SRC2 inh -15, N-glyco inh 3, MC4R ag barr -0.2, m5-HT2A agonist -4, ABCB6 inh MLPCN 99 and NOD2 RIPK2 PPI 3.
Screening O=c1cc2c(nn1Cc1cccc([N+](=O)[O-])c1)-c1ccccc1CC2 returned TLR9-MyD88 block -19, ABHD5-PLIN5 inh 0, MC4R antagonist 8, H9c2 protect 5, SRC2 inh 24, N-glyco inh -3, MC4R ag barr -4.4, m5-HT2A agonist -4, ABCB6 inh MLPCN 95 and NOD2 RIPK2 PPI -12.
COc1ccc(CNC(=O)C2CC(c3cc(C(F)(F)F)cc(C(F)(F)F)c3)=NO2)cc1 (centres undefined) was read as TLR9-MyD88 block 0, ABHD5-PLIN5 inh -2, MC4R antagonist -18, H9c2 protect 10, SRC2 inh -3, N-glyco inh 11, MC4R ag barr 0.9, m5-HT2A agonist 1, ABCB6 inh MLPCN 101 and NOD2 RIPK2 PPI -6.
For CC(C)CC1(C)NC(=O)N(CCN2C(=O)c3ccccc3C2=O)C1=O (centres undefined) the results were TLR9-MyD88 block 2, ABHD5-PLIN5 inh 0, MC4R antagonist 3, H9c2 protect 4, SRC2 inh 3, N-glyco inh 1, MC4R ag barr 1.8, m5-HT2A agonist 2, ABCB6 inh MLPCN 110 and NOD2 RIPK2 PPI -1.
O=C(/C=C/Nc1ccccc1)c1cnc(-c2ccccc2)s1 was read as TLR9-MyD88 block 3, ABHD5-PLIN5 inh -4, MC4R antagonist 8, H9c2 protect -3, SRC2 inh 10, N-glyco inh 2, MC4R ag barr -0.6, m5-HT2A agonist 4, ABCB6 inh MLPCN 96 and NOD2 RIPK2 PPI 8.
`COc1ccc(CCNC(=O)CNS(=O)(=O)c2cccs2)cc1OC` gave TLR9-MyD88 block -4, ABHD5-PLIN5 inh -4, MC4R antagonist 0, H9c2 protect -5, SRC2 inh 5, N-glyco inh 0, MC4R ag barr -0.4, m5-HT2A agonist 1, ABCB6 inh MLPCN 101 and NOD2 RIPK2 PPI 8.
O=C(OCc1ccccc1)c1cccnc1Cl was read as TLR9-MyD88 block 8, ABHD5-PLIN5 inh 1, MC4R antagonist 17, H9c2 protect 4, SRC2 inh 4, N-glyco inh 1, MC4R ag barr -1.2, m5-HT2A agonist -3, ABCB6 inh MLPCN 94 and NOD2 RIPK2 PPI 2.
For CCC(NC(=O)c1ccccc1O)c1ccccc1 (centres undefined) the results were TLR9-MyD88 block -4, ABHD5-PLIN5 inh -6, MC4R antagonist 2, H9c2 protect -5, SRC2 inh 10, N-glyco inh -2, MC4R ag barr -1.4, m5-HT2A agonist -6, ABCB6 inh MLPCN 96 and NOD2 RIPK2 PPI -6.
Cc1cc(NC(=O)Nc2cccc(Cl)c2)n(C(C)(C)C)n1 was read as TLR9-MyD88 block 5, ABHD5-PLIN5 inh -6, MC4R antagonist 18, H9c2 protect 1, SRC2 inh -1, N-glyco inh 0, MC4R ag barr -0.5, m5-HT2A agonist -6, ABCB6 inh MLPCN 108 and NOD2 RIPK2 PPI 2.
Screening COc1ccc(Sc2ccc(NC(=O)c3cccc(Cl)c3)cc2C#N)cc1 returned ABHD5-PLIN5 inh 2, MC4R antagonist 5, H9c2 protect -21, SRC2 inh 16, N-glyco inh -3, MC4R ag barr -0.5, m5-HT2A agonist 1, ABCB6 inh MLPCN 98 and NOD2 RIPK2 PPI 8.
For CCOC(=O)N1CCN(S(=O)(=O)c2cn(C)c(=O)n(C)c2=O)CC1 the results were TLR9-MyD88 block -4, ABHD5-PLIN5 inh 1, MC4R antagonist 10, H9c2 protect -2, SRC2 inh -14, N-glyco inh 1, MC4R ag barr -3.3, m5-HT2A agonist -1, ABCB6 inh MLPCN 99 and NOD2 RIPK2 PPI 6.
Screening COC(=O)c1ccc(-n2c(C)cc(C(=O)CSc3ccc(NC(C)=O)cc3)c2C)cc1 returned TLR9-MyD88 block -2, ABHD5-PLIN5 inh -3, MC4R antagonist 18, H9c2 protect -5, SRC2 inh 11, N-glyco inh -3, MC4R ag barr -0.6, m5-HT2A agonist 0, ABCB6 inh MLPCN 95 and NOD2 RIPK2 PPI -1.
Screening Cc1nn(C)cc1-c1n[nH]c(=S)n1-c1ccc(Cl)cc1 returned TLR9-MyD88 block -3, ABHD5-PLIN5 inh -2, MC4R antagonist 4, H9c2 protect -3, SRC2 inh 14, N-glyco inh 2, MC4R ag barr -0.3, m5-HT2A agonist 7, ABCB6 inh MLPCN 98 and NOD2 RIPK2 PPI -8.
`NC(=O)C1CCN(C(c2ccccc2F)c2nnnn2Cc2ccco2)CC1` (centres undefined) gave TLR9-MyD88 block -5, ABHD5-PLIN5 inh 2, MC4R antagonist 0, H9c2 protect 13, SRC2 inh 16, N-glyco inh 0, MC4R ag barr 0.2, m5-HT2A agonist 6, ABCB6 inh MLPCN 100 and NOD2 RIPK2 PPI -10.
Cn1c(N)c(C(=O)CSc2nnc(N)s2)c(=O)n(C)c1=O was read as TLR9-MyD88 block 3, ABHD5-PLIN5 inh -2, MC4R antagonist 1, H9c2 protect 1, SRC2 inh -20, N-glyco inh 0, MC4R ag barr -2.5, m5-HT2A agonist -2, ABCB6 inh MLPCN 87 and NOD2 RIPK2 PPI -1.
`O=C1CC(c2cc(Br)ccc2F)c2cc3c(cc2N1)CCC3` (centres undefined) gave TLR9-MyD88 block 10, ABHD5-PLIN5 inh 5, MC4R antagonist -22, H9c2 protect -10, N-glyco inh 15, MC4R ag barr 16*, m5-HT2A agonist -3, ABCB6 inh MLPCN 97 and NOD2 RIPK2 PPI 7.
`CCOC(=O)C1CCN(c2nc(C)nc3c2oc2ccccc23)CC1` gave TLR9-MyD88 block -1, ABHD5-PLIN5 inh 4, MC4R antagonist 3, H9c2 protect -16, SRC2 inh -11, N-glyco inh 3, MC4R ag barr -0.6, m5-HT2A agonist 1, ABCB6 inh MLPCN 114 and NOD2 RIPK2 PPI -3.
COC1=C(OC)C(=O)C(CCCCCCCCCCO)=C(C)C1=O was read as ABHD5-PLIN5 inh -4, MC4R antagonist 7, H9c2 protect -24, SRC2 inh 0, N-glyco inh 1, MC4R ag barr 2.2, m5-HT2A agonist 4, ABCB6 inh MLPCN 88 and NOD2 RIPK2 PPI -13.

A portion of the results above, for reference:
For CCOC(=O)N1CCN(S(=O)(=O)c2cn(C)c(=O)n(C)c2=O)CC1 the results were TLR9-MyD88 block -4, ABHD5-PLIN5 inh 1, MC4R antagonist 10, H9c2 protect -2, SRC2 inh -14, N-glyco inh 1, MC4R ag barr -3.3, m5-HT2A agonist -1, ABCB6 inh MLPCN 99 and NOD2 RIPK2 PPI 6.
Screening COC(=O)c1ccc(-n2c(C)cc(C(=O)CSc3ccc(NC(C)=O)cc3)c2C)cc1 returned TLR9-MyD88 block -2, ABHD5-PLIN5 inh -3, MC4R antagonist 18, H9c2 protect -5, SRC2 inh 11, N-glyco inh -3, MC4R ag barr -0.6, m5-HT2A agonist 0, ABCB6 inh MLPCN 95 and NOD2 RIPK2 PPI -1.
